KDM5B inh: blocks human KDM5B histone demethylase activity; KDM5B demethylase, FDH-coupled NADH fluorescence (FDH is formaldehyde dehydrogenase); actives 2.6% (n = 220,000); Q9UGL1; Potency, µM (titrated, usually from 57.7 µM), inactives show at the highest dose activity change, negative = inhibition, usual class: inhibitors; active = well fitted inhibition curve with a large enough effect; inconclusive = small, poorly fitted or top-dose-only effect; inactive = no such curve, though single readings can be large or run the other way; also: 0% is about no effect; nearly all actives have a fitted effect of over 70% in size
Target sequence (Q9UGL1 whole entry, looked up): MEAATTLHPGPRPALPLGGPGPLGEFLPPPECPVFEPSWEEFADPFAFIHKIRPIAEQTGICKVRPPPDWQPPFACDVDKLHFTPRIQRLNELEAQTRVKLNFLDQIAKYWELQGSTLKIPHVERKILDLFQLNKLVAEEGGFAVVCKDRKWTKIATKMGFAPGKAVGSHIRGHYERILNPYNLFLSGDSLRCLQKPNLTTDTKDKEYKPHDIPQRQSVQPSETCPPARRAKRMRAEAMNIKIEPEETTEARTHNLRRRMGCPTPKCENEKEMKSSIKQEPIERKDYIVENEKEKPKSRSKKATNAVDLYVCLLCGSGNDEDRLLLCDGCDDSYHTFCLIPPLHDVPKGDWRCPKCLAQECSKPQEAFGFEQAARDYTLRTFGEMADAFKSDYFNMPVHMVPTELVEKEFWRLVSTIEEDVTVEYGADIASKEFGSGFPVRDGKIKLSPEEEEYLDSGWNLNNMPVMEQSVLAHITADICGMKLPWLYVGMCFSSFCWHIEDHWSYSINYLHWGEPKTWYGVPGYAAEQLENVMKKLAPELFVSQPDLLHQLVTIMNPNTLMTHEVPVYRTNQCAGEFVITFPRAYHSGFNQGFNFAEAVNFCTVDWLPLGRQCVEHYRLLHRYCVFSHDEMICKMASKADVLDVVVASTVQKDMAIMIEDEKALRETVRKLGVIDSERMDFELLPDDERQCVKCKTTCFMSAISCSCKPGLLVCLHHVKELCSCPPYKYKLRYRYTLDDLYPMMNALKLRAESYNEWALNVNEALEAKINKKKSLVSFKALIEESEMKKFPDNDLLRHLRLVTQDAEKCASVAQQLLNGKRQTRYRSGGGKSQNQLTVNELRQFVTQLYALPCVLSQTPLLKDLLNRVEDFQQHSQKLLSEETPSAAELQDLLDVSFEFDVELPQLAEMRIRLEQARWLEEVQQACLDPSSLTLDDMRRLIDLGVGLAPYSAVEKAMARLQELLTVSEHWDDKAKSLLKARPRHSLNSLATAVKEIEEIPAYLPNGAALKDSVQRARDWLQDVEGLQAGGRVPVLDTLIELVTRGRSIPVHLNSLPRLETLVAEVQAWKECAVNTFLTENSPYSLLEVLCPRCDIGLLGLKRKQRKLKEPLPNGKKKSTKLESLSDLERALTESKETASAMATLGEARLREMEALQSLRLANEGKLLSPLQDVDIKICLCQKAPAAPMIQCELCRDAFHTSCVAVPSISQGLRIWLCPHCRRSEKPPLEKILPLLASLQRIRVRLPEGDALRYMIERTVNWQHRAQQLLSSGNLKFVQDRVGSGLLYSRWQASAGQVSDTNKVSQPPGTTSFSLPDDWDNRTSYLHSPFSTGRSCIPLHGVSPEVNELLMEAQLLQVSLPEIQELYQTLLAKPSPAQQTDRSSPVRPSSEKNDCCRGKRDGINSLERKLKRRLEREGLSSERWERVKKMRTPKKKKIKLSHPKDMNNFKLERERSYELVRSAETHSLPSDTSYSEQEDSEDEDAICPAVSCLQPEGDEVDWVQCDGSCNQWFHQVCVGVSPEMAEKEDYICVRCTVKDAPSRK
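Inhibition is measured as reduced NADH fluorescence generation from FDH coupling to formaldehyde release. Truncated KDM5BΔAP at 200 nM final acts on H3K4me3 peptide (12.5 µM in substrate mix) in pH 7.5 HEPES buffer with Tween-20, 30 min, room temperature.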
An asterisk follows results filed as active; u = inconclusive; [ ] = dose if it differs, or a comment. Potency is read from the fitted curve at half-maximal effect. Only part of the results is shown; rates above refer to the full screens.

Molecule | KDM5B inh
O=C(Nc1ccccc1)N[C@H]1[C@H](O)[C@@H](N2CCC(Cc3ccccc3)CC2)[C@@H]2OC[C@H]1O2 | u
CC(C)CCN1CCc2ncc(C(=O)NCc3ccccc3)n2CC1 | 12%[86.2 µM]
Cc1ccc(C2Cn3nnc(C(=O)N4CCN(C(=O)c5cccc(N(C)C)c5)CC4)c3CO2)cc1 (stereo not drawn) | -12%
CN(CC(=O)N1CCN(Cc2ccccc2)CC1)C(=O)Cc1n[nH]c(=O)c2ccccc12 | 7%
Cc1ccc(C(=O)NC(=S)NNC(=O)C2CC2)cc1 | 4%
Cc1cccc(CN2CCn3c(nnc3[C@@H]3C[C@@H](O)CN3Cc3ccccc3)C2)c1 | -17%
CC(C)CCNC(=O)C1CCN(C(=O)CCc2ncc(-c3c(F)cccc3F)o2)CC1 | 11%
Cc1ccc(C(=O)Nc2ccc(F)cc2)cc1S(=O)(=O)N1CCOCC1 | -21%
COc1ccc(-n2ccn(CC(=O)NCCc3ccccc3)c(=O)c2=O)cc1OC | -20%
CCOc1ccc(CCNC(=O)c2cc(Nc3ccc(C)cc3C)nc3ccccc23)cc1OCC | -14%
O=S1(=O)c2ccc(Br)cc2OC[C@@H](Cc2ccccc2)N1Cc1cn(Cc2ccc(Cl)cc2)nn1 | -7%
CCNc1ccc(S(=O)(=O)N(CC)CC)cc1N | 8%
CC(=O)N1C[C@@H](C(=O)N2CCC(Cc3ccccc3)CC2)[C@H](c2nc(C)no2)C1 | 1%
Cc1ccccc1CN1CCN(C(=O)c2cc(-c3cccnc3)nc3ccccc23)CC1 | 22%
NC(=O)c1nsc(C(=O)N(c2ccc3c(c2)OCO3)C(C(=O)NCC2CCCO2)c2ccc(F)cc2)c1N (stereo not drawn) | -61%
CC(C)c1nc2ccc(C(=O)NCc3ccc(F)cc3)cc2o1 | -1%
COC(=O)[C@@H]1Cc2nc[nH]c2CN1Cc1ccc([N+](=O)[O-])cc1 | 28µM*
O=C(CCN(Cc1cccs1)C1CC1)NC1CC1 | -10%
CC1(C)[C@H](Cc2cc(CCO)on2)C[C@@H]1NC1CCC1 | 2%[115 µM]
O=C(/C(=C/c1cccnc1)n1ccnc1)c1ccc(Cl)cc1Cl | u
O=C(CSc1nccn1Cc1ccc(Cl)cc1)Nc1nc2ccccc2s1 | -22%
Cc1nc2ccc(S(=O)(=O)CCC(=O)Nc3ccccc3C)cc2s1 | -46%
O=C(Cn1ccc2c(Cl)cccc21)Nc1ccc2c(c1)OCO2 | 5%
CSc1ncccc1C(=O)NC(C)C(=O)N1CCN(c2ccccn2)CC1 (stereo not drawn) | u
OC(COc1ccc(F)cc1)CN1CCN(CC(O)COc2ccc(F)cc2)CC1 (stereo not drawn) | 11%
Cc1ccc(-n2c(=O)c3c4c(sc3n(Cc3cc(=O)n5cc(Cl)ccc5n3)c2=O)CCC4)cc1C | -16%
COc1ccc(Nc2ncc(C(=O)Nc3cccc(OC)c3)c3ccccc23)cc1 | u
N#Cc1ccc(C(=O)N2CCC3(CC2)CN(c2ncccn2)CC3CO)cc1 (stereo not drawn) | 22µM*
COc1ccc(C(=O)c2c(N)c(C#N)c3n2CCC3)cc1OC | -20%
O=C1NC(=S)S/C1=C\c1cc2ccccc2nc1N1CCCCC1 | -34%
Cc1ccc(C)n1-c1c(C(=O)NCCN2CCCCC2)sc2ncccc12 | u
COc1ccc(-c2c(NC(=O)c3ccc([N+](=O)[O-])cc3)oc3ccc(Cl)cc3c2=O)cc1OC | 6%
COc1cc(NC(=O)c2ccc(C#N)cc2F)ccc1NC(=O)c1cc2ccccc2o1 | -10%
O=C(CCCc1c[nH]c2ccccc12)NCC12CC3CC(CC(C3)C1)C2 | -21%
O=C(CN1CCCC1)N[C@H]1CC[C@H](Nc2nccc(-c3cccnc3)n2)C1 | u
CCOc1ccc(-n2nnnc2CNS(C)(=O)=O)cc1 | 14%
COc1ccc(OC)c(C(=O)COC(=O)CCSc2ccccc2Cl)c1 | 16%
Fc1ccc(-c2nnc3ccc(NCCc4ccccn4)nn23)nc1 | 40µM*
COc1cccc2c1Oc1ncccc1N(C(=O)CCC(=O)NCc1ccc(C)cc1)C2 | -8%
CCn1ncc(N2CCCC(CC(=O)NC3CCCC3)C2)cc1=O (stereo not drawn) | -8%
N#Cc1nc(-c2ccccc2F)oc1NCC1CCCO1 (stereo not drawn) | u
CCCn1c(C)c(CC(=O)N2CCOCC2)c2c1CC(C)(C)CC2=O | -17%
N#Cc1c(N)c(-c2ccccc2)c(F)c2ccccc12 | u
Cc1cccc(OCC(=O)NCc2nc(-c3ccccc3)no2)c1 | -9%
O=C(COc1ccc(F)cc1F)N1CCCC(Cc2nc3ccccc3[nH]2)C1 (stereo not drawn) | -24%
c1ccc(CNCc2cccc(Oc3nnnn3-c3ccccc3)c2)cc1 | -4%
Cc1cc(C(F)F)n2nc(C(=O)Nc3ccc(F)c(Cl)c3)nc2n1 | 70%[activator]
CCOC(=O)CCNC(=O)N1CCCC(C(=O)c2ccccc2SC)C1 (stereo not drawn) | 5%
CC(=O)NC1C(=O)N(CCOc2cccc(C)c2)c2ccc(C)cc21 (stereo not drawn) | -26%
CCOc1ccc(C2c3[nH]c4ccccc4c3CCN2C(=O)CSc2ccccc2)cc1 (stereo not drawn) | -27%
COc1ccc(C(=O)N[C@@H]2CCC[C@@H]2C(=O)NCc2cc(OC)ccc2OC)cc1 | 4%
CCCCn1ccnc1C1CCCN(C(=O)c2ncc(F)cc2F)C1 (stereo not drawn) | 35%[activator]
CCCN1C(=O)S/C(=C/c2ccc(N3CCOCC3)o2)C1=O | -16%
CCCCCCN(CCC(=O)NCc1ccccc1)C(=O)c1ccoc1 | -16%
C=CCN1C(=O)c2ccc(C(=O)NCCc3ccc(F)cc3)cc2C1=O | 3%
CC(=O)c1cccc(CN2CCN(CC=C(C)C)C(CCO)C2)c1 (stereo not drawn) | -23%
COc1ccccc1OCC(=O)N(Cc1ccco1)Cc1ccccc1F | -16%
COC(=O)c1c(NC2=NS(=O)(=O)c3ccccc32)sc2c1CCC(C(C)(C)C)C2 (stereo not drawn) | 79%[activator]
COc1cccc(NC(=O)CC2CCCN(c3cnn(CC4CC4)c(=O)c3)C2)c1 (stereo not drawn) | 25%
O=C(c1ccc(F)cc1)N1CCC(Cc2nc(C3CCOCC3)no2)CC1 | -13%

Of the compounds above, these have a thiophene ring, fused or not:
Molecule | KDM5B inh
O=C(CCN(Cc1cccs1)C1CC1)NC1CC1 | -10%
Cc1ccc(-n2c(=O)c3c4c(sc3n(Cc3cc(=O)n5cc(Cl)ccc5n3)c2=O)CCC4)cc1C | -16%
Cc1ccc(C)n1-c1c(C(=O)NCCN2CCCCC2)sc2ncccc12 | u
COC(=O)c1c(NC2=NS(=O)(=O)c3ccccc32)sc2c1CCC(C(C)(C)C)C2 (stereo not drawn) | 79%[activator]

The list continues:
Molecule | KDM5B inh
O=C(c1ccc(Cl)cc1)N1CC2(CCCN2Cc2ccc(C(F)(F)F)cc2)Cc2ccccc21 (stereo not drawn) | u
CCOP(=O)(OCC)C(Nc1cccc([N+](=O)[O-])c1)c1ccc(OC)cc1 (stereo not drawn) | 27%
CC(C)Cn1c(Oc2ccc(Cl)cc2)nc2c1c(=O)n(C)c(=O)n2C | 21%
O=S(=O)(c1ccc(Cl)cc1)c1nc(-c2ccccc2F)oc1NCc1ccccc1 | -12%
Cc1cc(C)n(-c2ccc(NC(=O)C3CCCCN3C(=O)c3cccs3)cc2)n1 (stereo not drawn) | 4%
CN(Cc1ccc(F)cc1)C(=O)c1ccc(Cl)c(S(=O)(=O)NC2CC2)c1 | -1%
CCc1c(C)nc2n(c1=O)CN(CCCN1CCOCC1)CN2c1ccccc1OC | 46%[activator]
Cc1ccc(C)c(-c2cc(-c3ccccc3)c3ccccc3n2)c1 | 14%
CCOC(=O)c1cccc(NC(=O)CCCn2nc(C)c3c(C)n(-c4ccccc4)nc3c2=O)c1 | 8%
O=[N+]([O-])c1ccc(Oc2ccc(OCc3ccccc3)cc2)nc1 | 4%
Cc1ncc2c(c1CNC(=O)Cc1ccsc1)CCN(C(=O)Cc1c(F)ccc(F)c1F)C2 | 47%
CC(=O)N1C[C@@H]2CCCN3CCC[C@@H]([C@H]23)[C@H]1CCCC(=O)N(C)C1CCN(C)CC1 | u
O=C(c1ccc2ccccc2n1)N1CCC(C(=O)N2CCCCCC2)CC1 | 6%
CC1=C(C#N)C(NC(=O)C2CC2)(C(F)(F)F)C(=O)N1 (stereo not drawn) | 5%
COc1cccc(C(=O)N2CCC(OC3CCN(S(C)(=O)=O)CC3)CC2)c1 | 7%
NC(=O)[C@@H]1CCCN1CC[C@H]1CN(C(=O)c2ccc(F)cc2)CC[C@H]1CC(=O)O | -6%[86.2 µM]
COCCC1(NC(=O)c2ccoc2)CCN(CC2CC2)CC1 | -11%
CCCCn1c(CCC(=O)Nc2cc(C)ccc2C)nc2c1c(=O)[nH]c(=O)n2CCC | 14%
COCc1nc2nccc(-c3ccc4c(c3)OCCCO4)n2n1 | 18µM*
COc1ccccc1C1CCN(c2cc(O)ccc2[N+](=O)[O-])CC1 | 15%
O=C(N[C@H]1[C@H](O)[C@H](O)C[C@@H]1c1cccnc1)c1ccccn1 | 4%[86.2 µM]
CC(CCc1ccccc1)NC(=O)c1ccc(Cn2ccn3nc4c(c3c2=O)CCCC4)cc1 (stereo not drawn) | 35µM*
NNC(=O)C(=O)Nc1ccc(Cl)c(Cl)c1 | 32%
COc1cc(NC(=S)N[C@H]2CO[C@H]3[C@@H]2OC[C@@H]3n2nnnc2Oc2ccc(-n3cncn3)cc2)cc(OC)c1 | -18%
COc1cccc([S+](=O)([O-])N2CCc3nc(C4CC4)nc(-c4ccc(Cl)cc4)c3C2)c1 | -6%[115 µM]
O=C(NCc1coc(-c2cccs2)n1)c1ccc(S(=O)(=O)C(F)F)cc1 | 7%
CCNC(=O)N1CCC(OC2CCN(Cc3ccccc3)CC2)CC1 | 13%
CCCN(CC1CC1)C(=O)c1ccc2c(c1)C(O)CCCCCN2C (stereo not drawn) | u
CNC(=O)c1ccc(NC(=O)c2nsc3ccccc23)cc1 | -7%
COc1cc(-c2noc(C3CC(=O)N(c4ccc5c(c4)OCCO5)C3)n2)cc(OC)c1OC (stereo not drawn) | -8%

(listing goes on)
Molecule	KDM5B inh
Cc1cc(C)cc(Nc2nc(C)cc(=O)n2CC(=O)Nc2ccc(Br)cc2)c1	-16%
CC(NC(=O)C1CCCCC1)C1CCCO1 (stereo not drawn)	8%
Cc1cc(S(=O)(=O)Nc2cc3c(cc2N2CCOCC2)n(C)c(=O)c(=O)n3C)ccc1F	u
CCCC(=O)OCC(=O)NCc1ccc(OC)cc1	4%
CNC(=O)c1ccc(CNc2cc(C3CC(O)C3)nc(N)n2)o1 (stereo not drawn)	-10%
Cc1ccc(C(=O)NCC(O)c2ccc(C)cc2)cc1 (stereo not drawn)	13%
CN(CCNC(=O)c1cccnc1N1CC2CC(C1)[C@H]1CCCC(=O)N1C2)C1CCCCC1 (stereo partly drawn)	32µM*
COc1cccc(CNS(=O)(=O)c2ccc3[nH]c4c(c3c2)CCCCC4)c1	u
COCCc1noc(-c2nc(-c3ccc4c(c3)OCO4)no2)n1	11%
COc1ccc(-c2nc3ccccc3n2Cc2ccccc2)cc1	u
CN(C)C(CNC(=S)NC(C)(C)CC(C)(C)C)c1ccccc1 (stereo not drawn)	6%
CCCOc1ccc(C(=O)N2CCC(c3nc4ccccc4o3)CC2)cc1	-17%
CC(C)c1nc2c(c(-c3ccc(O)cc3)n1)CCN(Cc1ccsc1)CC2	14%
O=S(=O)(Cc1ccc(Cl)cc1)c1nc2ccccc2nc1N1CCCC1	1%
COc1ccc(OCc2nc3c(n2Cc2ccccc2)C(=O)N(CC2CC2)CCN3)cc1OC	-31%
CNc1nc2c(c(=O)n(C)c(=O)n2C)n1CCc1ccccc1	15%
O=C1N=C2N(CCN3CCCCC3)c3ccccc3N2/C1=C\c1ccc([N+](=O)[O-])s1	19%
CCc1cccc(OCC(=O)c2ccc3c(c2)N(CCCC(=O)N2CCOCC2)C(=O)CO3)c1	-4%
O=C(Cn1ccn2nc3c(c2c1=O)CCCCC3)Nc1ccccc1	u
O=C(CSc1nc2ccccc2o1)Nc1cccc2ccccc12	14%

Structural class, those above with bromine (two)
Molecule	KDM5B inh
O=S1(=O)c2ccc(Br)cc2OC[C@@H](Cc2ccccc2)N1Cc1cn(Cc2ccc(Cl)cc2)nn1	-7%
Cc1cc(C)cc(Nc2nc(C)cc(=O)n2CC(=O)Nc2ccc(Br)cc2)c1	-16%

2 entries picked at random from the list so far:
Molecule	KDM5B inh
CC(C)c1nc2c(c(-c3ccc(O)cc3)n1)CCN(Cc1ccsc1)CC2	14%
COCCc1noc(-c2nc(-c3ccc4c(c3)OCO4)no2)n1	11%

Given field by field: part of the list above
CCOC(=O)CCNC(=O)N1CCCC(C(=O)c2ccccc2SC)C1 (stereo not drawn)
  KDM5B inh = 5%
CC(=O)NC1C(=O)N(CCOc2cccc(C)c2)c2ccc(C)cc21 (stereo not drawn)
  KDM5B inh = -26%

Following part:
Molecule	KDM5B inh
CN1CCC(N2CC[C@H](c3nc4ccc(C#N)cc4[nH]3)C2)CC1	35µM*
CCC(CC)C(CNC(=O)c1ccc(Cl)cc1Cl)N1CCOCC1 (stereo not drawn)	-11%
COc1ccc(NC(=O)c2ccc3c(c2)CCN3S(=O)(=O)c2ccc(C)cc2)cc1Cl	u
Cc1nc(N2CCCC(C(=O)Nc3cc(F)ccc3F)C2)c2c(C)c(C)oc2n1 (stereo not drawn)	14%
N#C/C(=C(/O)CO/N=C/c1ccccc1Cl)c1nc2ccccc2[nH]1	u
COc1ccc(CC(=O)N(C)Cc2cccc(C(F)(F)F)c2)cc1	-4%[86.2 µM]
O=C(Nc1cccc(Cl)c1)c1cnc2sc(N3CCCC3)nn2c1=O	-2%
O=C(C1CCCC1)N1CCC2(CN[S+](=O)([O-])c3ccccc3N2)C1 (stereo not drawn)	12%

Screening results deposited in PubChem by National Center for Advancing Translational Sciences (NCATS).
